Screening results: PubChem BioAssay, Broad Institute
PglD DTNB: inhibitors of Campylobacter jejuni PglD acetyltransferase; 360,000 tested, 0.098% active; purified PglD enzyme, DTNB colorimetric CoA detection; inhibition, % at 12.5 µM; AID 602405; in the data active means inhibition above about 16%, passing the limit was not always enough; inconclusive means no clear call, values can overlap the other calls; further: strong numbers were not always called active
FN deposition inh: fibronectin deposition inhibition; AH1F fibroblasts, Alexa488-fibronectin deposition fluorescence, overnight; inhibition, % at 12.6 µM; 350,000 tested, 0.086% active; AID 743247;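 active means mean inhibition across replicates of 30% or more, regardless of how many single replicates reach that level; inconclusive means mean under 30% yet at least half of replicates reach 30%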;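 further: positive control wells lacked labelled fibronectin entirely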
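Material: AH1F fibroblast monolayer depositing Alexa488-labelled fibronectin into matrix / Amount: 10000 AH1F cells per well / Signal: fluorescence 485/525 nm / Medium: DMEM, 2% serum / Compound: single dose, pinned / Incubation: 1 h cell adhesion before compound, then overnight fibronectin incubation / Reagent: Alexa488-FN, 24 nM final / Read-out: inhibition of fibronectin deposition signal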
LGR2 inh: Drosophila LGR2 receptor signaling inhibition; HEK293 LGR2, CRE-luciferase, bursicon-stimulated, 4 h; inhibition, % at 9.99 µM; 380,000 tested, 0.35% active; AID 720647;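 active means drop in luminescence signal, shown as inhibition above about 50% in the replicate tests, limit read from the data, passing the limit was not always enough; inconclusive means probably only some replicates passing the limit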;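 further: agonist challenge used bursicon conditioned medium at about half maximal strength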
PAX8 reporter: inhibitors of PAX8 transcriptional activity in RMG-I cells; 360,000 tested, 1.2% active; RMG-I TPO-luciferase reporter, SteadyGlo, 24 h; inhibition, % at 12.6 µM;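 active means mean replicate inhibition at least 60% with every replicate also reaching 60%; inconclusive means only one of the two criteria is met; inactive means mean below 60% and not all replicates reaching 60%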;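 further: luciferase light reporting Pax8 driven TPO promoter activity; plate controls were median of neutral control wells for no effect and mitoxantrone controls for full effect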
PGC1a acetyl inh: modulators of PGC1a acetylation; U2OS PGC1a acetylation, AlphaScreen anti-acetyl-lysine; with virally co-expressed GCN5 acetyltransferase; inhibition, % at 15.6 µM; 350,000 tested, 0.17% active;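 active means every replicate shows inhibition of at least 40%; inconclusive means mean inhibition at least 40% but some replicate below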;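 further: 0% = neutral control wells and 100% = positive control wells; some results beyond the cut were filed as inactive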
ERAP1 inh: blocks human ERAP1 aminopeptidase activity; recombinant ERAP1, Leu-AMC fluorescence, 60 min; inhibition, % at 10.7 µM; AID 652197; 340,000 tested, 0.15% active;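 active means mean replicate inhibition of at least 30%, or all replicates individually reaching that 30% level; inactive means mean below 30% and not every replicate reaching it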;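 further: 0% = neutral control wells and 100% = L-leucinethiol positive control wells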
Target sequence (Q9NZ08 whole entry, looked up): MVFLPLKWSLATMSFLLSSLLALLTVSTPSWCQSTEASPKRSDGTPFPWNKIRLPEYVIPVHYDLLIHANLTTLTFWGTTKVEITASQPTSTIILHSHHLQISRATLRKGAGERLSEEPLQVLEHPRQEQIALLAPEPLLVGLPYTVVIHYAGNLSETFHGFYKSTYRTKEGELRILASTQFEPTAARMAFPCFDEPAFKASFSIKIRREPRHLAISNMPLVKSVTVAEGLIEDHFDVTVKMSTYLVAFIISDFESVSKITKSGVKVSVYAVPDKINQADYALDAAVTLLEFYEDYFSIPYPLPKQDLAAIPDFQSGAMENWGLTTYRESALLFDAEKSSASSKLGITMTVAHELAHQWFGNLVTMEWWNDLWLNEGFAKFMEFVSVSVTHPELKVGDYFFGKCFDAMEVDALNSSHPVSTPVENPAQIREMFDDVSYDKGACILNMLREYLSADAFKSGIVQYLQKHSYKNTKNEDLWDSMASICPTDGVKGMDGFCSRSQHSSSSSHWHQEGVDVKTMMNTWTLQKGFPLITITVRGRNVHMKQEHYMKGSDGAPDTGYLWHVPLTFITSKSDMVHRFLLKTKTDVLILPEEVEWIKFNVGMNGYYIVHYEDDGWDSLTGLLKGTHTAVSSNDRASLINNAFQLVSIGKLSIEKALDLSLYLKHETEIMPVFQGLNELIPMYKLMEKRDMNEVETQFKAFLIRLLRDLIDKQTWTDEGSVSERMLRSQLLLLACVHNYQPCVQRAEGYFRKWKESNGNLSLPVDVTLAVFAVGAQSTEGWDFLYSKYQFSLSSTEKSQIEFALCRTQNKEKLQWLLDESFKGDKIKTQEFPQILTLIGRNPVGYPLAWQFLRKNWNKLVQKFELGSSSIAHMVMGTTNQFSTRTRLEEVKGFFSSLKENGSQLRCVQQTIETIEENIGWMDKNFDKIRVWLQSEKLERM
EWS-Fli block: blocks EWS/Fli oncoprotein-driven transcription; 350,000 tested, 0.67% active; inhibition, % at 12.6 µM; A673 NR0B1-luciferase reporter, viability-normalised;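 active means mean inhibition of at least 50% after viability correction, with every replicate also passing that limit; inconclusive means mean reaches 50% but only one of two replicates passes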;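 further: firefly luciferase signal divided by Alamar Blue viability fluorescence both relative to DMSO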
S100A4 MyoIIA: S100A4-myosin IIA interaction inhibition | P26447 | S100A4/TAMRA-MyoIIA peptide fluorescence polarization | inhibition, % at 10.7 µM | 360,000 tested, 0.14% active;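 active means mean inhibition of at least 70% across replicates, with every replicate also reaching that level; inconclusive means mean inhibition reaches 70% but some replicates fall short; inactive means mean inhibition below 70%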
Target sequence (P26447 whole entry, looked up): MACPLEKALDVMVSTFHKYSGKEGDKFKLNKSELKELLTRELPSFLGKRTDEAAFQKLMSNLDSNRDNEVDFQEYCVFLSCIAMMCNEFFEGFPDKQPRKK
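Material: S100A4 monomer protein | Medium: HEPES pH 7.2 with CaCl2, KCl, NaCl, DTT, Triton | Reagent: Labelled myosin peptide probe, 5 nM | Doses: One dose per compound | Times: 5 min incubation before reading | Benchmarks: Neutral control DMSO, positive control TFP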
An asterisk follows results filed as active; ? = inconclusive; · = not tested or not shown; & = joins results of further samples.

SMILES,ERAP1 inh,EWS-Fli block,PAX8 reporter,FN deposition inh,S100A4 MyoIIA,PGC1a acetyl inh,PglD DTNB,LGR2 inh
C=CCn1cc(C(=O)N2CCN(C)CC2)c(=O)c2cc(S(=O)(=O)N(CC)CC)ccc21,2,-24,-15,0,9,-3,2,-3
O=C(Nc1ccccc1Cl)N1C[C@H]2[C@@H](c3ccccc31)[C@@H](CO)N2C(=O)c1cccnc1,1,-9,-13,-8,10,1,0,-7
CO[C@@H]1CN(C)C(=O)c2cc(NC(=O)C3CCOCC3)ccc2OC[C@@H](C)N(S(=O)(=O)c2ccc(C)cc2)C[C@H]1C,-2,-8,-9,·,-21,-16,0,·
O=C(C[C@H]1CC[C@H]2[C@@H](COC[C@H](O)CN2Cc2ccc(F)cc2)O1)NCc1ccccc1Cl,0,14,20,0,3,-3,2,-25
O=C(c1ccc(CNS(=O)(=O)c2ccc(Br)cc2)cc1)N1CCCCC1,0,·,8,6,-5,·,·,10
NC(=O)/C(=C\c1ccccc1)NC(=O)/C=C/c1ccccc1,·,·,-7,-3,·,·,3,5
CC1(C)CC(=O)C=C(NNC(=O)c2ccccc2)C1,·,·,0,8,·,-7,4,2
CCOCCCNC(=O)c1ccc(-n2c(=S)[nH]c3ccccc3c2=O)cc1,0,1,8,0,10,0,1,-4
CCOC(=O)Cn1c(=O)c(F)cn(Cc2ccc(OC)c([N+](=O)[O-])c2)c1=O,1,6,13,-19,-4,-16,2,15
CCCCOc1ccc(C(=O)NCC(=O)N(C)CC(=O)Nc2ccc(N3CCOCC3)cc2)cc1,3,-16,-26,-3,2,-5,-9,3
Cc1cc(N2CCN(C)CC2)nc2ccc(NC(=O)CCC(=O)N3CCN(c4ccc([N+](=O)[O-])cc4)CC3)cc12,0,42,7,1,3,·,-9,5
COc1cccc(C(=O)OCC(=O)Nc2ccccc2N2CCOCC2)c1,·,·,13,2,·,5,0,·
Cc1cccc(-c2noc(CCC(=O)NCC3CCCO3)n2)c1 (stereo not given),·,·,·,9,·,3,2,-1
Cc1ncoc1C(=O)NCCC(c1ccccc1)c1ccccc1,-1,4,-17,·,-5,4,·,7
COc1ccccc1/C=C/C=N/NC(=O)c1ccncc1,-2,-11,2,0,-1,·,·,-1
COc1ccc(NC(=O)N(C)C[C@@H]2Oc3ncc(C#CC(C)C)cc3C(=O)N([C@@H](C)CO)C[C@H]2C)cc1,1,-3,·,-2,-2,4,-1,1
CSC1=NC(C)(C)C=C(/C=C/c2ccc(Cl)cc2Cl)N1,4,-3,0,·,6,-8,13,7
C[C@H](CO)N1C[C@H](C)[C@@H](CN(C)C(=O)c2ccc3ccn(C)c3c2)OCc2cnnn2CCCC1=O,14&0,2&-13&2,-13&-2&12,-5&4,-2&-1,9&4&-4,1&2,-4&9
O=C1CN(S(=O)(=O)c2ccccc2)C[C@H]2[C@@H](c3ccc(C4=CCCC4)cc3)[C@H](CO)N12,2,2,·,·,-4,-2,·,5
C[C@@H]1CN([C@@H](C)CO)C(=O)c2cc(-c3cncnc3)cnc2O[C@@H]1CN(C)C(=O)c1ccccc1F,0,-3,·,·,7,-4,-1,-1
O=C(C[C@H]1C[C@H]2c3cc(NC(=O)C4CCC4)ccc3O[C@H]2[C@H](CO)O1)NCc1cccc(F)c1,-3,-12,6,·,9,-2,2,4
CCCNC(=O)N1[C@H](CO)[C@@H](c2ccccc2)C12CN(C(=O)CC)C2,2,-2,1,·,1,15,·,18
C[C@@H]1CN([C@H](C)CO)C(=O)c2cc(C3=CCCCC3)cnc2O[C@H]1CN(C)C(=O)c1ccncc1,1,-16,·,·,9,0,3,28
Cc1c(NS(=O)(=O)c2ccc(C(=O)NCc3ccccc3)cc2)c(=O)n(-c2ccccc2)n1C,2,5,5,4,-6,-4,2,-8
CCN1C[C@@H]2[C@@H]3C(=O)N(Cc4ccccc4)C(=O)[C@@H]3[C@](CC)(C1=O)N2C(=O)c1ccc(C(C)(C)C)cc1,·,2,5,1,·,1,0,-9

Next section.
SMILES,ERAP1 inh,EWS-Fli block,PAX8 reporter,FN deposition inh,S100A4 MyoIIA,PGC1a acetyl inh,PglD DTNB,LGR2 inh
CN(C)CCCNc1nc2cc(-c3cncnc3)sc2c(=O)n1C,5,5,3,0,11,·,2,-2
CCC(=O)N1[C@@H]2Cn3c(cccc3=O)[C@H]1[C@@H](C(=O)NC1CCC1)[C@@H]2CO,7,4,-2,·,40,-3,-2,9
CO[C@H]1CN(C)C(=O)c2cc(NC(=O)C3CCC3)ccc2OC[C@H](C)N(C)C[C@H]1C,·,-4,-3,-15,6,-7,1,3
CCOC(=O)c1c(NC(=O)CSc2nnc(CNC(=O)c3ccco3)n2C)sc2c1CCC2,2,7,·,·,-4,-24,-1,-34
Cc1c(O)c(=O)n(-c2ccccc2)n1C,-1,-9,-8,-3,2,2,6,-11
CNC[C@H]1Oc2c(NC(=O)Nc3cccc4ccccc34)cccc2C(=O)N([C@H](C)CO)C[C@@H]1C,-1,-4,34,4,-12,4,1,12
CCOC(=O)C1=C(C)N=c2s/c(=C/c3ccc(OCC(=O)O)cc3)c(=O)n2C1c1ccc(OC)cc1OC (stereo not given),10,15,-5,-4,-1,-10,19,12
c1ccc(CN2OCC3Cn4c(nc5ccccc54)C32)cc1 (stereo not given),5,3,16,6,5,?,12,·
O=C(Nc1ccccc1-c1ccccc1)C1CCCC1,9,47,12,8,22,·,·,23
O=C(NCc1cccc2ccsc12)c1cccs1,-3,-51,-29,-2,1,-5,5,-16
CC(On1c(-c2ccccc2)nc2ccc(Cl)cc21)C(=O)O (stereo not given),-3,-20,-32,·,6,·,·,-25
C[C@H](CO)N1C[C@H](C)[C@@H](CN(C)Cc2ccc(Cl)c(Cl)c2)Oc2ccc(NC(=O)CCCN(C)C)cc2CC1=O,0,-4,8,·,0,-7,10,-1
COc1cc(C2NC(=O)CCC2[N+](=O)[O-])cc(Br)c1OC (stereo not given),-5,4,11,5,-1,3,3,-6
CC(C)CC#Cc1ccc2c(c1)O[C@@H](CN(C)C(=O)C1CCCCC1)[C@@H](C)CN([C@H](C)CO)S2(=O)=O,-3,18,·,-7,-1,-14,3,-3
Cc1ccc(S(=O)(=O)NCCSc2nnnn2-c2ccccc2)cc1,1,9,·,·,-5,4,-1,-8
COc1ccc2c3c(n(C)c2c1)[C@@H](CO)NCC31CN(CC2CCOCC2)C1,1,3,·,-6,-2,5,·,-7
Cc1cccc(N(C(=O)c2snc(C(N)=O)c2N)C(C(=O)NCC2CCCO2)c2cccs2)c1 (stereo not given),1,0,17,·,2,·,·,-13
CN1CCN(C(=O)C2=C[C@@H](C3CC3)C[C@@H](OCCCCO)O2)CC1,3,-7,·,·,2,12,8,·
Cn1c(=O)oc2cc(S(=O)(=O)N3CCCC(C(=O)NCC4COc5ccccc5O4)C3)ccc21 (stereo not given),4,6,6,12,2,-2,1,-7
COC(=O)c1ccc(OCC(=O)c2cccc(OC)c2)cc1,-2,-15,-99,6,3,·,·,-6
C[C@H](CO)N1C[C@H](C)[C@H](CN(C)C(=O)Cc2ccccc2)Oc2ncc(-c3cncnc3)cc2C1=O,0,-9,-5,·,13,3,1,13
CCSCCNC(=O)c1cc(-n2cnnc2)ccc1Cl,·,·,-12,-2,·,10,1,·
CCCC1OC(c2cc3c(cc2Cl)OCO3)OCC1CC (stereo not given),-1,0,-4,·,1,6,-4,-22
S=c1[nH]nc(CSCCOc2ccc(Cl)cc2Cl)o1,·,3,-3,-5,-5,·,-1,-2
CCCN(C)C[C@@H]1Oc2cc(C#Cc3ccccc3)ccc2S(=O)(=O)N([C@@H](C)CO)C[C@H]1C,-4,7,·,-6,44,-23,3,0

Other structures:
SMILES,ERAP1 inh,EWS-Fli block,PAX8 reporter,FN deposition inh,S100A4 MyoIIA,PGC1a acetyl inh,PglD DTNB,LGR2 inh
CSc1c(C#N)sc(=S)n1-c1ccc(C)cc1,-2,-7,4,-18,-3,-2,-4,-10
Cc1noc(C)c1NC(=O)N(C)C[C@H]1OCCCC[C@H](C)Oc2ccc(NC(=O)NC3CCCCC3)cc2C(=O)N([C@H](C)CO)C[C@@H]1C,-4,-2,-1,-8,1,-3,2,-13
O=C(O)CCCCCCC(=O)Nc1ccc(C2OC(CSc3ccncc3)CC(c3ccccc3)O2)cc1 (stereo not given),-1,-35,-11,·,-6,-20,0,·
COc1ccc(C[C@H]2CCc3cnnn3COC[C@@H](Cc3ccccc3)NC2=O)cc1,5,6,10,6,-7,·,·,-4
Cc1nc(NC(=O)CSc2ccccc2N)sc1C,2,-12,·,·,-1,·,·,0
CC(C)N(CCNCC(O)COc1ccc(C(C)(C)c2ccccc2)cc1)C(C)C (stereo not given),5,15,20,-8,3,·,·,-4
COc1ccc(S(=O)(=O)N2CCC(C(=O)NCCC(=O)NCc3cccc(OC)c3)CC2)cc1,-2,1,7,-3,12,1,1,-8
Cc1noc(C)c1NC(=O)N(C)C[C@H]1Oc2ncc(C#CC3CCCC3)cc2C(=O)N([C@H](C)CO)C[C@H]1C,-1,-7,-9,-21,-1,3,5,4
Cn1c(=O)nc2n(Cc3ccccc3)c3ccccc3cc-2c1=O,-4,6,-22,2,-8,·,·,-5
O=C(COc1ncnc2ccccc12)NCC1CCCO1 (stereo not given),4,7,0,·,-1,·,·,5
N/C(CS(=O)(=O)c1ccccn1)=N\OC(=O)c1ccccc1Cl,·,-106,-118,1,2,-2,-2,-23
Cc1c(OCC(=O)NCC2CCC(C(=O)NCCCO)CC2)ccc2c(-c3ccccc3)cc(=O)oc12 (stereo not given),1,8,11,-16,-4,-1,1,7
Nc1cc(=O)[nH]c(=O)n1CCCc1ccccc1,0,5,10,-12,2,18,-6,11
CN1CCC(=NNC(=O)c2cn(-c3ccccc3)nc2-c2ccccc2)CC1,-2,-7,9,-2,-4,·,-4,-7
Cn1c(=O)[nH]c(=O)c2c1nc(N1CCNCC1)n2Cc1ccccc1,-1,18,-20,-10,-3,-5,-3,-4
CCOP(=O)(OCC)C(Cc1ccc(OC)c(OC)c1)N=C(c1ccccc1)c1ccccc1 (stereo not given),0,-4,5,9,-5,·,·,-8
COc1ccc(-c2noc(CNC(=O)CCN3C(=O)[C@H]4CC=CC[C@H]4C3=O)n2)cc1,3,·,-8,-5,4,-9,2,-8
CC(C)NC(=O)C1(c2ccccc2)CCOCC1,·,·,·,0,18,8,-1,20
COc1ccc(Cl)cc1NC(=O)COC(=O)c1ccc(C)o1,-4,-1,-7,9,-6,-1,-1,1
CN1CCC(=O)N([C@H](CSc2ccccc2)c2ccccc2)CC1,3,-25,-4,1,-2,6,-1,-11
CCOC(=O)c1nn(-c2ccccc2)c(C#N)c1N,3,-16,-20,-13,-1,2,·,0
CCC(=O)N(C)C[C@H]1Oc2ncc(C#Cc3ccc(OC)cc3)cc2C(=O)N([C@H](C)CO)C[C@H]1C,3,-26,-3,·,2,0,7,-6
